Assay outcomes: PubChem, National Center for Advancing Translational Sciences (NCATS)
D2 PAM: positive allosteric modulators of human D2 dopamine receptor; P14416; HEK293 T-REx D2, calcium flux, EC20 dopamine potentiation; potentiation, % at 10 µM; 340,000 compounds, 0.34% hits; AID 485347;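 active = potentiation over 3 SD above the plate norm, cut at about 30% in these data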; note: 0% is about no effect
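Cells plated with tetracycline inducer and held overnight at 30 C; calcium dye loaded 30–90 min at room temperature; baseline taken, compound added and read 180 s; EC20 dopamine then added and read 180 s.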
D2 antagonist: antagonizes the human D2 dopamine receptor; HEK293 TREx D2 cells, calcium flux, dopamine EC80; inhibition, % at 10 µM; 340,000 compounds, 2% hits; in the data active = inhibition above about 30%; note: 0% is about no effect
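Tetracycline-induced HEK293 TREx cells expressing D2 receptor forced-coupled to calcium signalling, loaded with no-wash calcium dye. Compounds added and calcium flux read 180 s, then dopamine added at EC80 and read a further 180 s.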
TRHR agonist: TRH receptor (human) agonism; P34981; TRHR cells, calcium flux fluo-8, FDSS agonist mode; activation, % at 2 µM; 360,000 compounds, 0.18% hits; AID 493084; note: 0% is about no effect
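Agonist-mode FDSS calcium read (Ex 480/Em 530, 1 s cycles) in 1536-well TRHR cells with fluo-8 dye, after 10-cycle baseline and 23 nL compound addition; TRH at EC20 (10 nM final) added afterwards for the enhancer phase.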
D1 PAM: human D1 dopamine receptor positive modulation; HEK293 TREx D1 cells, calcium flux, dopamine EC20 potentiation; P21728; 360,000 compounds, 0.036% hits; potentiation, % at 10 µM; in the data active = potentiation above about 30%; note: 0% is about no effect
D2 ag: agonists of human D2 dopamine receptor; P14416; HEK293 T-REx D2 cells, calcium flux agonist mode; activation, % at 2 µM; 340,000 compounds, 0.53% hits;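 active = activation over 3 SD above normal in the single-dose calcium agonist read, cut at about 30% in these data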; note: 0% is about no effect
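Agonism is scored from calcium flux in a force-coupled, inducible HEK293 cell line expressing D2, read kinetically for 180 s after compound addition against dopamine controls.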
RXFP1 antagonist: blocks the human relaxin receptor RXFP1. HEK293-RXFP1, relaxin-stimulated cAMP HTRF, 30 min; stronger effect = lower value. activity change, negative = inhibition, % at 57.5 µM. 350,000 compounds, 0.59% hits;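 active = activity change of -60% or lower, but not beyond a set lower limit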; note: % is set by controls: 0 for no effect and ±100 for the full control effect
Target sequence (Q9HBX9 whole entry, looked up): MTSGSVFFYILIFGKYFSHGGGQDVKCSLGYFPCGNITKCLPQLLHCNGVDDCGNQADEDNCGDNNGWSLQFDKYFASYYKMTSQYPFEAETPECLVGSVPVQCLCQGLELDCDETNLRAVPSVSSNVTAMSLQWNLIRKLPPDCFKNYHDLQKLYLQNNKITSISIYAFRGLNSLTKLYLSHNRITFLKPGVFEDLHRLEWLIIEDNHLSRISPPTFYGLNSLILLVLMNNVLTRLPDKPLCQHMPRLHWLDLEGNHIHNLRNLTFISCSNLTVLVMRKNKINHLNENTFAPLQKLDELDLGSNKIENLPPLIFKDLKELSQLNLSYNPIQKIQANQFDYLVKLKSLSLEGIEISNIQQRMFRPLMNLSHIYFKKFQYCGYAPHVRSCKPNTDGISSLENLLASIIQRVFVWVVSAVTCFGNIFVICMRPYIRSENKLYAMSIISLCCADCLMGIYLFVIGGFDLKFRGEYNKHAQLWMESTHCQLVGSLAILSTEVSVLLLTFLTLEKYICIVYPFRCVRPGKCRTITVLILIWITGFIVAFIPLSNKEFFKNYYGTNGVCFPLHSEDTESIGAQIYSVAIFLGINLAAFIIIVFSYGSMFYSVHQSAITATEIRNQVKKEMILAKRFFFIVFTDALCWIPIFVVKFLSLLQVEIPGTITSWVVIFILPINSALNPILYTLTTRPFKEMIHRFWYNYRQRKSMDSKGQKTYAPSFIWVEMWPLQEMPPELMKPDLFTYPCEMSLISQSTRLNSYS
D1 ag: human D1 receptor agonism. 360,000 compounds, 1% hits. HEK293 T-REx D1 cells, calcium flux, agonist mode. activation, % at 2 µM. AID 504660. P21728; note: 0% is about no effect
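Agonism was scored from calcium flux recorded over 180 s (1 read/s) after pintool compound addition, following a 10-cycle baseline. Cells were inducible force-coupled HEK293 TREx D1, plated overnight at 30 C and loaded with no-wash calcium dye.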
D1 antag: blocks dopamine activation of the human D1 receptor. P21728. HEK293 TREx D1 cells, calcium flux, dopamine EC80; stronger effect = lower value. activity change, negative = inhibition, % at 10 µM. 360,000 compounds, 3.2% hits. AID 504652; in the data active = activity change below about -30%; note: % is set by controls: 0 for no effect and ±100 for the full control effect
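Compound effects on dopamine-evoked calcium signalling were measured in tetracycline-induced HEK293 Trex D1 cells. Dopamine at EC80 followed a 180 s compound pre-read, and fluorescence was tracked kinetically for 180 s more.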
TRHR enhancer: allosteric enhancers of human TRH receptor | P34981 | enhancement, % at 2 µM | TRHR cells, fluo-8 calcium fluorescence, EC20 TRH enhancement | 360,000 compounds, 0.66% hits | AID 493056; in the data active = enhancement above about 30%; note: 0% is about no effect
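Enhancer read-out: after compound pinning and an initial kinetic agonist-mode read, an EC20 of TRH (10 nM final) was injected and fluo-8 calcium signal (Ex 480/Em 530) followed at 1 s/cycle for 100 cycles in TRHR-expressing cells.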
* marks the source's active call; other numbers are inactive results; . = not tested or not shown. Cut-off read from the data, not from the text of the source, unless noted: active = activation above about 30%; inactive = the rest.

(1) CC(C)NC(=O)c1ccc(CNC(=O)OCC(F)(F)F)cc1
(2) Cn1c(SCC(=O)N2CCCC2=O)nc2ccccc21
(3) Cc1cccc(Nc2nc(N)nc(CN3CCN(C)CC3)n2)c1
(4) CCn1nccc1C(=O)Nc1nc2ccccc2n1CCN1CCCCC1
(5) c1coc(-c2nnc(-c3cccs3)o2)c1
(6) Cc1ccccc1C(=O)NCCc1csc(-c2ccc(C(F)(F)F)cc2)n1
Compound	1	2	3	4	5	6
TRHR agonist	2.1	-0.2	1.0	0.8	0.3	-0.9
D2 ag	0.6	0.6	-0.5	0.2	.	1.1
RXFP1 antagonist	-2	1	-3	-1	3	-34
D1 antag	0	9	7	1	6	-14
TRHR enhancer	7	5	6	-2	-4	-3
D2 PAM	7	-2	13	-11	.	11
D1 PAM	1	3	-5	-10	-6	-3
D1 ag	2	2	2	1	-4	5
D2 antagonist	5	9	-10	5	.	.

(7) COc1ccccc1C1NC(c2ccccc2OC)C(C)C(=O)C1C (configuration not stated)
(8) O=C(Nc1ccccc1)c1cccnc1N1CCCC1
(9) Cc1cc(C)c(NC(=O)C(C)Sc2nc3ccc(N4C(=O)c5ccccc5C4=O)cc3s2)c(C)c1 (configuration not stated)
(10) CN(CC(=O)Nc1ccc(Cl)cc1)c1ccc(S(=O)(=O)N2CCCCC2)cc1[N+](=O)[O-]
(11) CC(C)C12CCC(C(=O)O)C(C1)C(=O)O2 (configuration not stated)
(12) CCC1CCCCN1C(=O)Cn1c(=O)cc(C(F)(F)F)c2c(C)nn(C)c21 (configuration not stated)
Compound	7	8	9	10	11	12
TRHR agonist	2.3	0.9	1.0	0.4	-0.2	-0.5
D2 ag	.	-0.3	-0.1	1.5	0.1	0.8
RXFP1 antagonist	-4	1	1	-8	4	-7
D1 antag	14	-9	2	-11	-18	-2
TRHR enhancer	-3	-3	22	3	-6	-8
D2 PAM	.	-4	10	-4	2	-3
D1 PAM	-5	-4	4	-5	-1	-6
D1 ag	4	2	1	2	4	1
D2 antagonist	.	-1	-31	-1	11	.

(13) CC(=O)c1ccc(OCc2cc(C(=O)N(C)CCN3CCOCC3)no2)cc1
(14) COc1cccc(C(=O)Nc2ccc3nc(N4CCOCC4)cc(C)c3c2)c1
(15) CCOC(=O)C1(Cc2ccccc2)CCCN(C(=O)C=C(C)C)C1 (configuration not stated)
(16) Cc1nnc(SCc2ccc(F)cc2)s1
(17) CCN(CC)S(=O)(=O)c1ccc(NC(=S)NC(=O)CC(C)C)cc1
(18) NS(=O)(=O)c1ccc(Cc2ncc(C(F)(F)F)cc2Cl)s1
Compound	13	14	15	16	17	18
TRHR agonist	-0.1	-0.3	-0.2	-0.2	-0.1	-0.3
D2 ag	0.9	-1.5	-0.5	-0.1	-0.6	.
RXFP1 antagonist	18	.	1	6	-3	2
D1 antag	5	15	3	8	-33*	3
TRHR enhancer	6	0	-3	2	11	5
D2 PAM	13	-10	13	3	6	.
D1 PAM	4	-1	1	6	-2	5
D1 ag	5	0	1	1	0	0
D2 antagonist	6	-1	1	10	3	.

(19) Cn1cccc1/C=C1\SC(=S)N(CC(=O)O)C1=O
(20) CCN(CC)C(=O)CSc1ccc(C(F)(F)F)cc1[N+](=O)[O-]
(21) Cn1nnc2cc(NC(=O)NCc3ccc4c(c3)OCO4)ccc21
(22) CC(=O)c1ccccc1OCCCCN1CCCCC1
(23) O=C(O)CSCC(=O)Nc1cccc(C(F)(F)F)c1
(24) Cc1cccc(NC(=O)c2cc(NC(=O)C3CCCCC3C(=O)O)ccc2N2CCOCC2)c1 (configuration not stated)
Compound	19	20	21	22	23	24
TRHR agonist	1.7	-0.2	-0.5	0.4	0.2	-1.1
D2 ag	2.4	0.2	-2.9	1.6	-0.2	-1.2
RXFP1 antagonist	.	-3	5	7	4	-4
D1 antag	-12	1	2	12	-8	-10
TRHR enhancer	1	-7	-3	-6	3	-1
D2 PAM	-7	-6	-4	-28	3	-1
D1 PAM	0	-5	0	-6	-3	-5
D1 ag	-2	5	8	-2	1	0
D2 antagonist	-6	4	-2	58*	-14	-6

(25) CC(C)(C)c1nnc2cccc(Cl)n12
(26) COc1ccc(OC)c(NC(=O)Cc2c(C(=O)O)n(C)c3ccccc23)c1
(27) CNC(=O)c1ccc2c(c1)N=C(C)c1cc(C)ccc1S2
(28) COc1cc(Br)c(CN2CCCN(C)CC2)cc1OC
(29) CC(C)NS(=O)(=O)c1ccc(NC(=O)C(C)OC(=O)C2CCC2)cc1 (configuration not stated)
(30) C/C(=N\NC(N)=O)c1ccccc1Cl
Compound	25	26	27	28	29	30
TRHR agonist	0.1	-0.2	-0.1	0.3	2.1	0.1
D2 ag	1.2	0.6	0.0	1.4	0.1	-2.5
RXFP1 antagonist	6	-10	.	10	3	-7
D1 antag	-21	-10	-5	-13	-6	4
TRHR enhancer	10	-3	0	-1	-4	2
D2 PAM	3	10	16	-2	-1	-1
D1 PAM	0	2	-2	-2	-5	-3
D1 ag	2	-1	3	2	13	0
D2 antagonist	-9	8	.	-2	10	2

Part of the list above in order of heavy-atom count, ascending.
(30) C/C(=N\NC(N)=O)c1ccccc1Cl
(19) Cn1cccc1/C=C1\SC(=S)N(CC(=O)O)C1=O
(23) O=C(O)CSCC(=O)Nc1cccc(C(F)(F)F)c1
(28) COc1cc(Br)c(CN2CCCN(C)CC2)cc1OC
(27) CNC(=O)c1ccc2c(c1)N=C(C)c1cc(C)ccc1S2
(20) CCN(CC)C(=O)CSc1ccc(C(F)(F)F)cc1[N+](=O)[O-]
(21) Cn1nnc2cc(NC(=O)NCc3ccc4c(c3)OCO4)ccc21
(29) CC(C)NS(=O)(=O)c1ccc(NC(=O)C(C)OC(=O)C2CCC2)cc1 (configuration not stated)
Compound	30	19	23	28	27	20	21	29
TRHR agonist	0.1	1.7	0.2	0.3	-0.1	-0.2	-0.5	2.1
D2 ag	-2.5	2.4	-0.2	1.4	0.0	0.2	-2.9	0.1
RXFP1 antagonist	-7	.	4	10	.	-3	5	3
D1 antag	4	-12	-8	-13	-5	1	2	-6
TRHR enhancer	2	1	3	-1	0	-7	-3	-4
D2 PAM	-1	-7	3	-2	16	-6	-4	-1
D1 PAM	-3	0	-3	-2	-2	-5	0	-5
D1 ag	0	-2	1	2	3	5	8	13
D2 antagonist	2	-6	-14	-2	.	4	-2	10

(26) COc1ccc(OC)c(NC(=O)Cc2c(C(=O)O)n(C)c3ccccc23)c1
(24) Cc1cccc(NC(=O)c2cc(NC(=O)C3CCCCC3C(=O)O)ccc2N2CCOCC2)c1 (configuration not stated)
Compound	26	24
TRHR agonist	-0.2	-1.1
D2 ag	0.6	-1.2
RXFP1 antagonist	-10	-4
D1 antag	-10	-10
TRHR enhancer	-3	-1
D2 PAM	10	-1
D1 PAM	2	-5
D1 ag	-1	0
D2 antagonist	8	-6

Additional structures.
(31) COc1cccc2cc(/C(=N/O)c3ccc(Br)cc3)oc12
(32) Cc1ccc(NC(=O)COC(=O)c2ccc3c(c2)OCCO3)cc1S(=O)(=O)N1CCOCC1
(33) CN(c1ccccc1)c1nc(N)c([N+](=O)[O-])c(Nc2ccccc2F)n1
(34) O=C(COc1cccc2cccnc12)NCc1cccs1
(35) CCOC(=O)c1c(S(=O)(=O)N2CCCC2)c(C)n(C)c1C
(36) Cc1cc(=O)[nH]c2c1c(C)nn2C(C)(C)C
Compound	31	32	33	34	35	36
TRHR agonist	0.1	2.6	-0.4	-0.6	0.6	-1.1
D2 ag	-0.2	0.2	-0.8	-2.6	0.8	0.9
RXFP1 antagonist	7	-28	4	2	2	-4
D1 antag	.	20	1	-4	2	-26
TRHR enhancer	1	0	12	-12	0	-4
D2 PAM	9	-6	9	0	16	-1
D1 PAM	-5	6	-4	-7	1	0
D1 ag	6	6	12	2	6	0
D2 antagonist	-25	5	-13	-2	-22	-7

(37) O=C(O)c1cc(=O)n(Cc2ccccc2)c(=O)[nH]1
(38) CN(C)CCn1c(NCc2ccc3c(c2)OCO3)nc2ccccc21
(39) O=[N+]([O-])c1ccccc1/C=C/c1ccc2ccccc2n1
(40) O=C(CSc1ccccc1)N(c1ccc(Br)cc1)c1nccs1
(41) COc1cccc(CSc2nc(N)cc(N)n2)c1
(42) Cc1cccc(N2CCN(CC(=O)Nc3nccs3)CC2)c1C
(43) CCc1ccc(-n2nc(CO)c(C(=O)NCCCc3ccccc3)n2)cc1
(44) CN1C(=O)c2ccccc2Sc2ccc(NC(=O)COc3ccc(F)cc3)cc21
Compound	37	38	39	40	41	42	43	44
TRHR agonist	1.9	0.5	-0.9	0.6	0.2	-0.2	1.2	0.5
D2 ag	0.8	0.3	0.7	1.3	0.1	0.0	1.1	0.8
RXFP1 antagonist	-8	7	-8	-13	1	-4	-13	-12
D1 antag	16	5	-11	-18	13	-4	-21	-19
TRHR enhancer	-11	-2	3	-4	4	-1	-4	-4
D2 PAM	12	-8	-2	-2	0	-15	-6	-14
D1 PAM	5	-2	3	-7	3	2	5	-3
D1 ag	2	8	0	10	4	0	7	2
D2 antagonist	9	6	7	4	2	-30	.	.
